TbPYK inhibitor = T. brucei pyruvate kinase inhibition | 410,000 compounds, 0.12% hits | Potency, µM (highest dose often 76.8 µM), without a hit: at the highest dose activity, negative = inhibition, usual class: inhibitors | Q57TT1 | TbPYK enzyme, Kinase-Glo Plus ATP luminescence, 45 min; active means well fitted inhibition curve with a large enough effect; inconclusive means small, poorly fitted or top-dose-only effect; further: nearly all actives have a fitted effect of over 50% in size
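Quantitative HTS: titrated library compounds versus trypanosomal pyruvate kinase in TEA buffer (pH 7.2) containing KCl, MgCl2, BSA and Tween-20. Reactions were initiated with ADP, 130 uM final. Kinase-Glo Plus luminescence was read after 45 min at RT.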
* marks the source's active call; other numbers are inactive results; ? = inconclusive; [ ] = dose if it differs, or a comment. On the % scale 0 is the no-effect control and ±100 the full control effect; potency means the concentration at half of the fitted maximal effect. Some of the compounds tested; the hit share may differ from the screen's.

SMILES | TbPYK inhibitor
CN(C)c1ccc(CNC(=O)CCCN2C(=O)c3cccnc3Oc3ccc(Cl)cc32)cc1 | 0%[15.4 µM]
Cc1ccc(-n2nc(CO)c(C(=O)NCCc3ccccc3)n2)cc1 | 1%
CCc1cccc(C)c1NC(=O)c1cnn(-c2ccc(OC)cc2)c1C1CCN(C(=O)OC(C)(C)C)CC1 | -2%[15.4 µM]
CN(C)C1(CNC(=O)COc2ccc(C(C)(C)C)cc2)CCCCC1 | 2%
Nc1nc(SCc2ccccn2)c2ncn(C3CCCC3)c2n1 | 0%
O=C(NCc1ccccc1)C1c2ccccc2OCC(=O)N1Cc1ccccc1 (stereo not drawn) | -5%
COc1ccc(CCC(=O)NCc2nc3cccnc3n2Cc2ccc(OC)cc2)cc1 | -4%
O=S1(=O)N[C@@H](Cc2ccccc2)COc2cc(N3CCN(Cc4ccccc4F)CC3)ccc21 | 5%
Cc1ccc(Cn2cccc2C2=NC(C)(C)CO2)cc1 | 0%
O=C(C=Cc1ccccc1)c1c[nH]c2ccccc2c1=O | -7%
COc1ccccc1CNC(=O)c1ccc(NC(=O)N2CC(C)Sc3ccccc32)cc1 (stereo not drawn) | -4%
O=C(Nc1cc2c(cc1C(=O)c1ccccc1Br)OCCO2)c1cccc(Cl)c1 | 2%
CCOc1ccccc1CNC(=O)c1cccn1-c1nnc(N2CCCCC2)s1 | -23%[15.4 µM]
CCc1ccc(CN(Cc2cn[nH]c2-c2ccc(OC)cc2)C(=O)Nc2cc(Cl)ccc2OC)cc1 | 2%
CC1=C(c2ccc(C)cc2)S(=O)(=O)N(Cc2ccc(C(=O)NCc3ccccc3F)cc2)C1=O | 1%
C=C(C)Cn1c2ccc(NC(=O)CCOCC)cc2c(=O)n1C | -5%
OCCN1CCN(c2ncnc3c2ncn3[C@H]2CN(Cc3cccc(C(F)(F)F)c3)C[C@@H](CO)O2)CC1 | 2%
CCOc1ccccc1NC(=O)C1CCN(S(=O)(=O)c2ccc3c(c2)CC(C)N3C(C)=O)CC1 (stereo not drawn) | 2%
O=C(c1ccc(CSc2nc3ccncc3n2Cc2cccc(F)c2)cc1)N1CCCCC1 | 0%
Cc1cc(-c2nc3ncccc3o2)ccc1NC(=O)COc1ccccc1C | -9%
C[C@@H]1CN([C@@H](C)CO)C(=O)CCCn2nncc2CO[C@@H]1CN(C)S(=O)(=O)c1ccc(-c2ccccc2)cc1 | -3%
COc1ccc(CCN(C)C2CCCN(S(=O)(=O)N(C)C)C2)cc1OC (stereo not drawn) | 1%
Cc1ccc(NC(=O)N2CCN(c3ccc(Cl)c(Cl)c3)CC2)cc1 | -9%
Nc1ccc(CSc2ccc(Cl)cc2)c(Cl)c1 | 14%
CN1CCC(N2CCN(C3CN(Cc4cn(Cc5ccc(F)cc5)nn4)S(=O)(=O)C3)CC2)CC1 (stereo not drawn) | -2%

Next section:
SMILES | TbPYK inhibitor
Cc1cc(NC(=O)CCNS(=O)(=O)c2ccc3c(c2)oc(=O)n3C)ccc1Br | -2%
CCCCNC(=O)C1(C)CCCCN1C(=O)c1cc(-c2ccccc2)cs1 (stereo not drawn) | 1%
CCOc1ccc(Nc2nnc(-n3nc(C)cc3C)c3ccccc23)cc1 | -12%
CCc1nc2ccc(C(=O)NCCCN3CCCC3=O)cn2c1N(CC)Cc1cccc(Br)c1 | 1%
Cc1nc(-c2ccccc2)cc(-c2ccccc2)n1 | -2%
CC(=O)Nc1cc(-c2cccnc2)cn2c(-c3cccc(C(F)(F)F)c3)cnc12 | 0%
Cc1ccc(-c2nn(CC(=O)NC3CCCC3)c3c2cnc2ccccc23)cc1 | -4%
CSC1(SC2=NCCN2)SC2(NCCN2)S1 | -15%
CC1=C(c2ccc(C)cc2)S(=O)(=O)N(Cc2ccc(C(=O)Nc3ccccc3C)cc2)C1=O | 1%
CCCCC(=O)N(C)c1c(CC)nc2c(OCC(=O)c3ccc(F)cc3)cccn12 | -1%
Cc1cccc(-c2noc(-c3cccnc3NCc3ccc(Cl)cc3)n2)c1 | -12%
Cc1ccc(C(=O)Nc2ccc(S(=O)(=O)Nc3onc(C)c3C)cc2)cc1 | 4%
CCN(CC)C(=O)C1=C(C)N(CCCN2CCCC2=O)C(=O)C(CC(=O)NC2CC2)C1 (stereo not drawn) | 1%
O=C(CN(CCc1ccccc1)S(=O)(=O)c1ccc(Br)cc1)NCc1ccc(Cl)cc1 | -5%
Cc1ccc(Cl)cc1-c1cc(C(=O)NCc2ccco2)[nH]n1 | -4%
O=C(Nc1ccc(F)cc1)Nc1csc2c1CCCC2 | -2%
Cc1ccc(/C=C/C(=O)Nc2ccccc2C(N)=O)o1 | ?
CC(C)(O)[C@@H]1[C@@H]2C[C@@]3(CC[C@]4(C)C(CCC5[C@@]6(C)CC[C@H](O)C(C)(C)C6CC[C@]54C)[C@@H]13)C(=O)O2 (stereo partly drawn) | -4%
CCC(=O)Nc1sc2c(c1C(=O)Nc1ccc(Br)cc1)CCCCC2 | -30%
Cc1cccc(NC(=O)c2ccc(CN3CC(=O)N4CCCCC4C3=O)cc2)c1C (stereo not drawn) | -3%
CCc1ccc(NC(=O)C2CCN(S(=O)(=O)c3c(C)noc3/C=C\c3ccc(OC)cc3)CC2)cc1 | 1%
CCOc1ccccc1NC(=O)c1sc2nc3c(cc2c1N)CN(Cc1ccccc1)CC3 | 2%
S=c1ncc2[nH]c(=S)[nH]c2[nH]1 | ?
CCOC1=C2CN(S(=O)(=O)c3ccc(C)cc3)[C@H](c3cccc(Cl)c3)C[C@H]2[C@H]2C(=O)N(c3ccccc3)C(=O)[C@H]2C1 | 0%
Cn1c(=O)oc2cc(S(=O)(=O)NC(Cc3ccccc3)C(=O)Nc3ccc(F)c(Cl)c3)ccc21 (stereo not drawn) | -12%

Following part.
SMILES | TbPYK inhibitor
CCc1cccc(NC(=O)Nc2csc3c2CCCC3)c1 | 2%
O=C(CCCCn1c(=O)c2ccccc2n(CC(=O)Nc2cccc(F)c2)c1=O)NCCc1ccccc1 | -2%
C#CCNC(=O)C[C@@H]1C[C@@]2(C(=O)OCC)CCC=C2N(Cc2ccc3c(c2)OCO3)C1=O | -1%
CCOC(=O)CSc1nc(-c2ccccc2)cc(C(F)(F)F)c1C#N | -6%
CC(C)C[C@@H](CN1CCC[C@H]1CN1C(=O)C(=O)NC[C@@H]1Cc1ccc(O)cc1)N1C[C@H](Cc2ccc(O)cc2)N(CC2CCCCCC2)C(=O)C1=O | -2%
COc1ccc(-n2sc3ccccc3c2=O)cc1 | 11µM*
CCn1cc(/C=C(\NC(=O)c2ccccc2OC)C(=O)N2CCOCC2)c2ccccc21 | 4%
CCOC(=O)c1cc(-c2ccc(F)cc2)n(CCC(=O)NCc2ccccc2OC)c1C | 4%[15.4 µM]
CCc1ccc(NC(=O)c2sc3nc(C)c(Cl)c(C)c3c2NC(=O)c2ccccc2OC)cc1 | 6%
COc1cc(OC)cc(-n2c(=O)c3sccc3n(Cc3ccc(F)cc3)c2=O)c1 | 2%
CNc1nc(Cl)nc2ncn(C)c12 | -2%
Cc1cc(C)nc(-n2nc(C)c3c2N(Cc2ccccc2F)C(=O)CC3c2ccc(Cl)cc2)n1 (stereo not drawn) | -2%
COc1ccc(Cn2c(SCC(=O)NCc3ccc(Cl)cc3)nc3ccsc3c2=O)cc1 | -4%
Cc1ccc(C)c(N2CCN(S(=O)(=O)c3ccc4oc(=O)c5ncn(C)c5c4c3)CC2)c1 | -1%
CCc1nc2c(OCC(=O)c3ccc(Cl)cc3Cl)cccn2c1N(C=O)Cc1ccccc1 | 2%
Cc1ccccc1OCc1nc2c3cnn(-c4ccccc4F)c3ncn2n1 | -1%
COc1cccc(NC(=O)C2CCOC2=O)c1 (stereo not drawn) | 0%
CCCc1c(C(=O)OCC)nnc2c(-c3ccccc3)c(C)nn12 | -2%
C[C@H]1CN([C@@H](C)CO)S(=O)(=O)c2ccc(Br)cc2O[C@H]1CN(C)C(=O)Cc1ccccn1 | 5%
Cc1ccccc1-c1csc(C(O)c2ccc(F)c(F)c2)n1 (stereo not drawn) | 4%
COCCN(Cc1ccc(OC)cc1)c1c(C)nc2ccc(C(=O)Nc3ccc(NC(C)=O)cc3)cn12 | 5%
COc1ccc(NC(=O)CCc2c(C)nc3nc(CNC(=O)OC(C)(C)C)nn3c2C)cc1OC | -3%
CCC(=O)C1=C(c2cccc([N+](=O)[O-])c2)N(C(=O)CC)n2c(nnc2-c2ccccc2)S1 | 4%
C=Cc1ccc(CSc2nc(-c3ccc(OC)cc3)nc3c2Cc2c(CO)cnc(C)c2O3)cc1 | -12%
O=C1c2ccccc2-n2nnc(-c3ccccc3)c2C2c3ccccc3CCN12 (stereo not drawn) | 0%

Next part
SMILES | TbPYK inhibitor
CC1=C(C(=O)Nc2ccccc2)C(c2cccn2C)n2ncnc2N1 (stereo not drawn) | -6%
O=C(C1CCCCC1)N1C[C@@H](O)[C@H](n2cc(C3CC3)nn2)C[C@@H]1c1ccc(Cl)cc1 | 3%
COc1ccccc1CN(C)C[C@@H]1OCc2cnnn2CCCC(=O)N([C@@H](C)CO)C[C@H]1C | 0%
COC(=O)[C@@H](NS(=O)(=O)c1ccc(F)cc1Br)C(C)C | -14%
CCOc1ccc(-n2c(CCC(=O)O)ccc2-c2ccc(Br)cc2)cc1 | 6%
CCN(CC)S(=O)(=O)c1ccc2c(c1)N(CC(=O)N1CCN(c3cccc(C)c3)C(C)C1)C(=O)CO2 (stereo not drawn) | -7%
Cc1ccc(NC(=O)c2cc(S(=O)(=O)N3CCCCC3)ccc2N2CCOCC2)cc1 | 2%
Cc1cc2oc(=O)c(CC(=O)NCCc3ccccc3F)c(C)c2c2occ(C(C)(C)C)c12 | -6%
COC(=O)c1cc(-c2ccccc2)n(CCN)c1C | -8%
COCCNC(=O)c1ccc(-n2c(-c3ccccc3)cc3c2CCCCC3)cc1 | 7%
CCN1CCN(C(C(=O)NC2CCCCC2)c2ccnc3ccccc23)CC1 (stereo not drawn) | 0%
CCc1ccccc1N(CC)C(=O)c1c(C)oc2ncn(C)c(=O)c12 | -2%
CCCCn1c(N)c(N(CCOC)C(=O)CCS(=O)(=O)c2ccc(C)cc2)c(=O)[nH]c1=O | 1%
CC1CCCN(S(=O)(=O)c2cc(C(=O)NCCc3ccccc3)n(C)c2)C1 (stereo not drawn) | 0%
O=[N+]([O-])c1cccc(OCCCN2CCC(Cc3ccccc3)CC2)c1 | 30%
COc1cccc(C(=O)N2CCC2(C)C(=O)NC(C)C)c1 (stereo not drawn) | 3%
CCSC1OC(C(COC(C)=O)OC(C)=O)C(OC(C)=O)C1NC(C)=S (stereo not drawn) | -5%
CC(=O)N1CCCC1c1nc2ccccc2n1Cc1ccccc1C (stereo not drawn) | 8%
COc1cccc(NC(=O)c2cc(-c3ccc(OC)cc3OC)nc3ccccc23)c1 | -17%
CC1=C(C(=O)Nc2cccnc2)C(c2ccc(F)cc2)n2nc(SCc3ccccc3F)nc2N1 (stereo not drawn) | -2%
Cc1cc(=O)oc2c(C)cc(C(C)(C)C)cc12 | 1%
COc1ccc(-c2cnc(C(O)c3ccc(C(C)(C)C)cc3)[nH]2)cc1 (stereo not drawn) | -8%
NC(=O)CSc1nc2ccc(NC(=O)COc3ccccc3Cl)cc2s1 | -6%
COc1cc(OC)cc(C(=O)Nc2ccc3nc4c(c(Nc5ccc(OC)c(OC)c5)c3c2)CCCC4)c1 | 4%
CC(C)c1ccc2c(c1)NC(c1ccc(F)cc1)=NC(c1cccs1)=N2 | 1%

Remaining list, next part.
SMILES | TbPYK inhibitor
COC(=O)C1=C(c2ccccc2)C[C@@H]2CC[C@H]1N2C(=O)NCc1ccco1 | 1%
O=C(NCc1nc2ccccc2n1Cc1ccccc1Cl)c1ccccc1 | 5%
Cc1ccc(OCc2nc(-c3ccc(C(=O)N4CCN(c5ccccc5)CC4)cc3)oc2C)cc1 | 1%
CCOc1ccc(CCN2C(=O)C(=O)N([C@@H](Cc3ccc(O)cc3)CN3CCC[C@@H]3CN3C(=O)C(=O)NC[C@@H]3Cc3ccccc3)C[C@@H]2Cc2ccccc2)cc1 | -8%
CCCOc1ccc(C(=O)Nc2ccc(NC(=O)c3cccc(Cl)c3)cc2)cc1 | 7%
CCc1ccc(NC(=O)c2sc3ncnc(N(C)C4CCCCC4)c3c2C)cc1 | 5%
COCCOC(=O)c1c(-c2ccccc2)c(-c2ccccc2)nn(C)c1=O | -6%
CCn1cc(C(=O)NCc2ccccc2OC)c(=O)c2cc(S(=O)(=O)N3CCCCC3)ccc21 | 3%
CCOC(=O)C1(C)CCN1C(=O)c1cc2ccccc2s1 (stereo not drawn) | -3%
CC1=C(c2ccc(C)c(C)c2)S(=O)(=O)N=C1N1CCC(C(=O)N2CCC(C(N)=O)CC2)CC1 | 3%

Individual results from the list.
Value of `CCc1ccc(NC(=O)c2sc3ncnc(N(C)C4CCCCC4)c3c2C)cc1` under TbPYK inhibitor: 5%
Value of `CC1=C(c2ccc(C)c(C)c2)S(=O)(=O)N=C1N1CCC(C(=O)N2CCC(C(N)=O)CC2)CC1` under TbPYK inhibitor: 3%
Value of `Cc1ccc(OCc2nc(-c3ccc(C(=O)N4CCN(c5ccccc5)CC4)cc3)oc2C)cc1` under TbPYK inhibitor: 1%

Five records picked at random from the list so far, as already listed:
SMILES | TbPYK inhibitor
O=C(NCc1nc2ccccc2n1Cc1ccccc1Cl)c1ccccc1 | 5%
COC(=O)C1=C(c2ccccc2)C[C@@H]2CC[C@H]1N2C(=O)NCc1ccco1 | 1%
COCCOC(=O)c1c(-c2ccccc2)c(-c2ccccc2)nn(C)c1=O | -6%
CCOc1ccc(CCN2C(=O)C(=O)N([C@@H](Cc3ccc(O)cc3)CN3CCC[C@@H]3CN3C(=O)C(=O)NC[C@@H]3Cc3ccccc3)C[C@@H]2Cc2ccccc2)cc1 | -8%
CCn1cc(C(=O)NCc2ccccc2OC)c(=O)c2cc(S(=O)(=O)N3CCCCC3)ccc21 | 3%

Screens deposited in PubChem BioAssay by National Center for Advancing Translational Sciences (NCATS).
